GASC-1 inh = inhibitors of GASC-1 histone demethylase, primary screen, biochemical, fluorescence, DELFIA europium; GST-JMJD2C(1-420) H3K9me3 demethylation; inhibition, % at 2.35 µM; actives 0.069% (n = 330,000); AID 2099, 2009;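 active = more than half of a compound's replicate wells show inhibition beyond 50%, single wells judged on their own value; inconclusive = some, but no more than half, of replicates pass 50% inhibition; inactive = no replicate passes 50% inhibition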;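 also: signal counts dimethyl H3K9 product captured on neutravidin plate; 0% = median of DMSO wells and 100% = 0.3 times that DMSO median; strong numbers were not always called active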
Target sequence (Q9H3R0 1-420 limits assumed): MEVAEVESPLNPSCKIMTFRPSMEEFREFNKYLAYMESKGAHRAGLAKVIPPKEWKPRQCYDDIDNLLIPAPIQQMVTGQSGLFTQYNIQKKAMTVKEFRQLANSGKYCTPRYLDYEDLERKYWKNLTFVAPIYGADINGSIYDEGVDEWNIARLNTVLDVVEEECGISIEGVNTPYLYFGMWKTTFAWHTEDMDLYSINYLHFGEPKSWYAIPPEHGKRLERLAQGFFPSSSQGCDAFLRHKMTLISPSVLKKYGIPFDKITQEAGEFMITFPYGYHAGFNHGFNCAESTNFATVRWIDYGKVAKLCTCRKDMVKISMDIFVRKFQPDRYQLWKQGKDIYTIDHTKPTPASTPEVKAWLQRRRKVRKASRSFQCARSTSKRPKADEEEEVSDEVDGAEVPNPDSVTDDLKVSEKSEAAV
LAP4-GFP MLPCN = modulators of LAP4-GFP expression in yeast, primary screen, S. cerevisiae, multiplex flow cytometry, MLPCN library. actives 0.34% (n = 320,000). GFP response vs DMSO, % at 10 µM. 3 h; median GFP as percent of DMSO wells. AID 2023, 2009;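 active = GFP response vs DMSO above a set limit, about the screen mean plus 3 SD, cut at about 150% in these data; inconclusive = under 70 cell events counted for the yeast strain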
AGP1 TOR yeast = modulators of AGP1-GFP expression in yeast TOR pathway, primary screen, cell-based, multiplex flow cytometry, S. cerevisiae, MLPCN library; GFP response vs DMSO, % at 10 µM; 3 h; GFP as percent of DMSO wells; actives 0.02% (n = 320,000);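 active = GFP response relative to DMSO above a set limit, near screen average plus 3 SD, cut at about 150% in these data; inconclusive = fewer than 70 cells counted for the yeast strain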;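 also: median GFP channel fluorescence of the gated AGP1 strain per well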
MEP2-GFP yeast = modulators of MEP2-GFP levels in yeast, primary screen, S. cerevisiae, multiplex flow cytometry, MLPCN library | S. cerevisiae MEP2-GFP strain, 3 h; 100% = DMSO control level | GFP response vs DMSO, % at 10 µM | actives 0.51% (n = 330,000);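 active = GFP response versus DMSO above a set limit, roughly screen mean plus 3 SD, cut at about 180% in these data; inconclusive = fewer than 70 cells counted for a yeast strain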;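 also: median GFP fluorescence of the barcode-gated MEP2-GFP cells per well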
VLA-4 inh = inhibition in human VLA-4 binding assay, primary screen, VLA-4 allosteric modulator project, MLPCN library, flow cytometry, VLA-4 expressing cells. Integrin alpha-4 (Homo sapiens), P13612. ligand binding flow cytometry. inhibition, % (about 7 µM as worked out from the volumes in the protocol). actives 0.2% (n = 330,000). AID 2557, 2010; in the data active = inhibition above about 50%
RPL19A-GFP yeast = RPL19A-GFP expression modulators in yeast, primary screen, cell-based, S. cerevisiae, multiplex flow cytometry, MLPCN; S. cerevisiae RPL19A-GFP strain, 3 h; hits give low values; AID 2025, 2009; percent response vs DMSO, % at 10 µM; actives 0.3% (n = 330,000);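 active = percent response vs DMSO below 50%; inconclusive = fewer than 70 events counted for the yeast strain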;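 also: median channel GFP fluorescence of the barcoded RPL19A-GFP strain; ratio of sample median GFP to plate DMSO average so 100% = DMSO; lower means less RPL19A-GFP as with rapamycin TOR inhibition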
GRK2 inh = compounds blocking aptamer binding on GRK2 – biochemical, human GRK2, bead flow cytometry, HTS, primary screen; FAM-aptamer displacement from GRK2; actives 0.59% (n = 330,000); inhibition of aptamer binding, % at 10 µM; Beta-adrenergic receptor kinase 1 (Homo sapiens), P25098;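 active = inhibition of aptamer binding above 40%, roughly 3 SD of noise, on plates passing a quality check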;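 also: median bead fluorescence of bound FAM aptamer so fluorescent compounds give negative values; no value below 0 was filed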
Target sequence (P25098 whole entry, looked up): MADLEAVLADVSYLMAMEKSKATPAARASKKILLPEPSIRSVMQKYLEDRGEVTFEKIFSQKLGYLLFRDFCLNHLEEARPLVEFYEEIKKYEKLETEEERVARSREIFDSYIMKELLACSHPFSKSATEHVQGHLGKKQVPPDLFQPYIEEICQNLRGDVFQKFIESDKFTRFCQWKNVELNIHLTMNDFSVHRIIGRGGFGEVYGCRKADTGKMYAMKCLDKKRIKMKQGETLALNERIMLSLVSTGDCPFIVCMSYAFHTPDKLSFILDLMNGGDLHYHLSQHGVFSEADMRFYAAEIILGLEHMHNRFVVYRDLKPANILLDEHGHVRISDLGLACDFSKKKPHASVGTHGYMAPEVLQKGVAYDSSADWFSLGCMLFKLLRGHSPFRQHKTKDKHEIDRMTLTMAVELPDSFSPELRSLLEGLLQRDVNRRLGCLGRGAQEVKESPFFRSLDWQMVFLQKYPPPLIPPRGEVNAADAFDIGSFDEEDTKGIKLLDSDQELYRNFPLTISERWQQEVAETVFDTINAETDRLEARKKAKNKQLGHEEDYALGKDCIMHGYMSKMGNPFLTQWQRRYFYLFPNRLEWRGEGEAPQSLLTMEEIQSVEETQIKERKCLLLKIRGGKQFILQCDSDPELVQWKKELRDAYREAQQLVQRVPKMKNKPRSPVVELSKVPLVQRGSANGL
CIT2-GFP yeast = modulators of CIT2-GFP expression in yeast, primary screen, S. cerevisiae, GFP fusion, multiplex flow cytometry, MLPCN library; GFP response vs DMSO, % at 10 µM; actives 0.065% (n = 320,000); S. cerevisiae CIT2-GFP strain, 3 h; 100 means same as DMSO wells;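 active = GFP response relative to DMSO above a set limit, near the screen mean plus 3 SD, cut at about 150% in these data; inconclusive = Fewer than 70 cells measured for a yeast strain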;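 also: ratio of well median GFP fluorescence to mean of DMSO wells on the plate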
Starred values were filed as active, the others as inactive; [ ] = another dose, or the depositor's remark.

How did Cc1ccsc1C(=O)Nc1ccc(C(=O)O)cc1 do in these assays?
GASC-1 inh: -11; LAP4-GFP MLPCN: 105; AGP1 TOR yeast: 103; MEP2-GFP yeast: 107; VLA-4 inh: 10; RPL19A-GFP yeast: 104; GRK2 inh: 2; CIT2-GFP yeast: 111

What do the screens show for `O=C(c1cccc(N2C(=O)C3C4C=CC(C4)C3C2=O)c1)N1CCN(c2ccc(F)cc2)CC1` (stereo not drawn)?
GASC-1 inh: 8; LAP4-GFP MLPCN: 108; AGP1 TOR yeast: 111; MEP2-GFP yeast: 103; VLA-4 inh: 2; RPL19A-GFP yeast: 106; GRK2 inh: 0; CIT2-GFP yeast: 110

How did CCNC(=S)N/N=C/c1ccco1 do in these assays?
GASC-1 inh: -2; LAP4-GFP MLPCN: 92; AGP1 TOR yeast: 98; MEP2-GFP yeast: 94; VLA-4 inh: 1; RPL19A-GFP yeast: 97; GRK2 inh: 6; CIT2-GFP yeast: 90

What do the screens show for `COc1ccc(C(=O)Nc2ccc(S(=O)(=O)NCc3ccco3)cc2)cc1OC`?
GASC-1 inh: -9; LAP4-GFP MLPCN: 98; AGP1 TOR yeast: 95; MEP2-GFP yeast: 97; VLA-4 inh: 8; RPL19A-GFP yeast: 94; GRK2 inh: 3; CIT2-GFP yeast: 85

What do the screens show for `O=C(CN1C(=O)C(=O)N(Cc2ccccc2)C1=O)c1ccc[nH]1`?
GASC-1 inh: -2; LAP4-GFP MLPCN: 101; AGP1 TOR yeast: 101; MEP2-GFP yeast: 94; VLA-4 inh: 4; RPL19A-GFP yeast: 99; GRK2 inh: 0; CIT2-GFP yeast: 95

How did Cc1ccc(NC(=O)c2ccc3c(c2)OCO3)cc1S(=O)(=O)N1CCOCC1 do in these assays?
LAP4-GFP MLPCN: 110; AGP1 TOR yeast: 115; MEP2-GFP yeast: 107; VLA-4 inh: -10; RPL19A-GFP yeast: 106; GRK2 inh: 0; CIT2-GFP yeast: 114

How did COC(=O)c1sc(NC(=O)CSc2nnc(Cn3nnc4ccccc43)n2C)nc1C do in these assays?
GASC-1 inh: -7; LAP4-GFP MLPCN: 86; AGP1 TOR yeast: 95; MEP2-GFP yeast: 100; VLA-4 inh: 14; RPL19A-GFP yeast: 102; GRK2 inh: 0; CIT2-GFP yeast: 95

What do the screens show for `COc1cccc(CN(C)CC(=O)NCc2ccc(C)cc2)c1`?
GASC-1 inh: 22; LAP4-GFP MLPCN: 100; AGP1 TOR yeast: 112; MEP2-GFP yeast: 99; VLA-4 inh: 7; RPL19A-GFP yeast: 107; GRK2 inh: 0; CIT2-GFP yeast: 105

How did Cc1ccc(OCCC(=O)Nc2ccc(S(=O)(=O)Nc3nccs3)cc2)cc1 do in these assays?
GASC-1 inh: 18; LAP4-GFP MLPCN: 101; AGP1 TOR yeast: 99; MEP2-GFP yeast: 100; VLA-4 inh: 20; RPL19A-GFP yeast: 96; GRK2 inh: 0; CIT2-GFP yeast: 91

How did CCOc1ccc(Br)cc1/C=N/O do in these assays?
GASC-1 inh: -2; LAP4-GFP MLPCN: 108; AGP1 TOR yeast: 96; MEP2-GFP yeast: 103; VLA-4 inh: 7; RPL19A-GFP yeast: 101; GRK2 inh: 2; CIT2-GFP yeast: 94

How did Cn1c(SCC(=O)Nc2cccc(F)c2)nnc1-c1cc2ccccc2o1 do in these assays?
GASC-1 inh: 5; LAP4-GFP MLPCN: 100; AGP1 TOR yeast: 105; MEP2-GFP yeast: 102; VLA-4 inh: 1; RPL19A-GFP yeast: 102; GRK2 inh: 3; CIT2-GFP yeast: 111

What do the screens show for `O=C(O)c1cncc(SCc2ccccc2)n1`?
GASC-1 inh: 5; LAP4-GFP MLPCN: 106; AGP1 TOR yeast: 101; MEP2-GFP yeast: 101; VLA-4 inh: 2; RPL19A-GFP yeast: 94; GRK2 inh: 1; CIT2-GFP yeast: 98

Reprinted from the part before: 2 entries; new compounds follow.
How did Cn1c(SCC(=O)Nc2cccc(F)c2)nnc1-c1cc2ccccc2o1 do in these assays?
GASC-1 inh: 5; LAP4-GFP MLPCN: 100; AGP1 TOR yeast: 105; MEP2-GFP yeast: 102; VLA-4 inh: 1; RPL19A-GFP yeast: 102; GRK2 inh: 3; CIT2-GFP yeast: 111

What do the screens show for `O=C(O)c1cncc(SCc2ccccc2)n1`?
GASC-1 inh: 5; LAP4-GFP MLPCN: 106; AGP1 TOR yeast: 101; MEP2-GFP yeast: 101; VLA-4 inh: 2; RPL19A-GFP yeast: 94; GRK2 inh: 1; CIT2-GFP yeast: 98

What do the screens show for `COc1cc(C)ccc1OCCOCCOc1ccc([N+](=O)[O-])cc1`?
GASC-1 inh: -10; LAP4-GFP MLPCN: 109; AGP1 TOR yeast: 116; MEP2-GFP yeast: 91; VLA-4 inh: 0; RPL19A-GFP yeast: 96; GRK2 inh: 0; CIT2-GFP yeast: 87

How did Cc1ccc2cccc(NC(=S)NC(=O)c3c(Br)cnn3C)c2n1 do in these assays?
GASC-1 inh: -1; LAP4-GFP MLPCN: 100; MEP2-GFP yeast: 100; VLA-4 inh: 0; RPL19A-GFP yeast: 101; GRK2 inh: 1; CIT2-GFP yeast: 91

What do the screens show for `O=C(NC(=S)Nc1ccc(N2CCOCC2)c(Cl)c1)c1sc2ccccc2c1Cl`?
GASC-1 inh: -40; LAP4-GFP MLPCN: 91; AGP1 TOR yeast: 98; MEP2-GFP yeast: 99; VLA-4 inh: 23; RPL19A-GFP yeast: 102; GRK2 inh: 0; CIT2-GFP yeast: 102

What do the screens show for `CC(Sc1nnnn1C1CCCCC1)C(=O)O` (stereo not drawn)?
GASC-1 inh: 2; LAP4-GFP MLPCN: 98; AGP1 TOR yeast: 99; MEP2-GFP yeast: 95; VLA-4 inh: 4; RPL19A-GFP yeast: 100; GRK2 inh: 0; CIT2-GFP yeast: 89

What do the screens show for `O=c1[nH]c(C2CCCN(S(=O)(=O)c3ccccc3)C2)nc2c1nnn2Cc1ccccc1Br` (stereo not drawn)?
GASC-1 inh: -6; LAP4-GFP MLPCN: 97; AGP1 TOR yeast: 105; MEP2-GFP yeast: 109; VLA-4 inh: -2; RPL19A-GFP yeast: 103; GRK2 inh: 0; CIT2-GFP yeast: 97

What do the screens show for `O=C(NC1CC1)C1CCN(c2ncnc3c2sc2cccc(F)c23)CC1`?
GASC-1 inh: 3; LAP4-GFP MLPCN: 95; AGP1 TOR yeast: 100; MEP2-GFP yeast: 99; VLA-4 inh: -22; RPL19A-GFP yeast: 98; GRK2 inh: 2; CIT2-GFP yeast: 103

Results for COc1ccc(OC)c(C(O)c2nc3ccccc3n2C)c1 (stereo not drawn) ?
GASC-1 inh: -1; LAP4-GFP MLPCN: 102; AGP1 TOR yeast: 104; MEP2-GFP yeast: 97; VLA-4 inh: -2; RPL19A-GFP yeast: 101; GRK2 inh: 2; CIT2-GFP yeast: 102

Results for COc1ccc([N+](=O)[O-])cc1NCc1cccnc1 ?
GASC-1 inh: -23; LAP4-GFP MLPCN: 112; AGP1 TOR yeast: 105; MEP2-GFP yeast: 106; VLA-4 inh: 7; RPL19A-GFP yeast: 96; GRK2 inh: 0; CIT2-GFP yeast: 107

Results for C[C@H]1CN([C@@H](C)CO)C(=O)c2cccc(NC(=O)c3ccc(-c4nccs4)cc3)c2O[C@@H]1CN(C)C(=O)NC1CCCCC1 ?
LAP4-GFP MLPCN: 107; AGP1 TOR yeast: 96; MEP2-GFP yeast: 96; VLA-4 inh: -5; RPL19A-GFP yeast: 94; GRK2 inh: 3; CIT2-GFP yeast: 99

Results for c1ccc(SCc2nc3ccccc3[nH]2)nc1 ?
GASC-1 inh: -2; LAP4-GFP MLPCN: 98; AGP1 TOR yeast: 94; MEP2-GFP yeast: 94; VLA-4 inh: -4; RPL19A-GFP yeast: 98; GRK2 inh: 0; CIT2-GFP yeast: 85

What do the screens show for `CSCC[C@H](NC(=O)Nc1cccc(C(F)(F)F)c1)C(=O)O`?
GASC-1 inh: 22; LAP4-GFP MLPCN: 109; AGP1 TOR yeast: 101; MEP2-GFP yeast: 99; VLA-4 inh: -12; RPL19A-GFP yeast: 100; GRK2 inh: 0; CIT2-GFP yeast: 105

How did COc1ccccc1NC(=O)Cc1csc(N)n1 do in these assays?
GASC-1 inh: 20; LAP4-GFP MLPCN: 92; AGP1 TOR yeast: 99; MEP2-GFP yeast: 97; VLA-4 inh: 2; RPL19A-GFP yeast: 98; GRK2 inh: 0; CIT2-GFP yeast: 101

How did CC(C)(C)NC(=O)c1ccccc1NC(=O)c1ccc2c(c1)OCO2 do in these assays?
GASC-1 inh: 2; LAP4-GFP MLPCN: 98; AGP1 TOR yeast: 99; MEP2-GFP yeast: 94; VLA-4 inh: 13; RPL19A-GFP yeast: 94; GRK2 inh: 1; CIT2-GFP yeast: 97

What do the screens show for `Cc1ccc(CNC(=O)CN(c2ccc(C)cc2)S(=O)(=O)c2c(C)nn(C)c2C)cc1`?
GASC-1 inh: 4; LAP4-GFP MLPCN: 95; AGP1 TOR yeast: 102; MEP2-GFP yeast: 102; VLA-4 inh: 4; RPL19A-GFP yeast: 99; GRK2 inh: 0; CIT2-GFP yeast: 102

Results for CCOC(=O)N1CCC(NC(=O)C2CCN(C(=O)N3CC(C)Oc4ccccc43)CC2)CC1 (stereo not drawn) ?
GASC-1 inh: -5; LAP4-GFP MLPCN: 100; AGP1 TOR yeast: 91; MEP2-GFP yeast: 110; VLA-4 inh: -1; RPL19A-GFP yeast: 96; GRK2 inh: 0; CIT2-GFP yeast: 98

Results for COc1ccccc1NC(=O)Cc1nnc(SCC(=O)NC2=NCCS2)n1C ?
GASC-1 inh: -19; LAP4-GFP MLPCN: 93; AGP1 TOR yeast: 109; MEP2-GFP yeast: 100; VLA-4 inh: 14; RPL19A-GFP yeast: 105; GRK2 inh: 1; CIT2-GFP yeast: 109

Results for Cc1cccc(NC(=O)Cn2nc(-c3ccco3)ccc2=O)c1C ?
GASC-1 inh: 0; LAP4-GFP MLPCN: 96; AGP1 TOR yeast: 108; MEP2-GFP yeast: 104; VLA-4 inh: 3; RPL19A-GFP yeast: 106; GRK2 inh: 2; CIT2-GFP yeast: 114

What do the screens show for `CCCS/C(N)=N/N=C/c1cc(C)ccc1O`?
GASC-1 inh: 1; LAP4-GFP MLPCN: 110[may fluoresce violet]; MEP2-GFP yeast: 234*[may fluoresce violet]; VLA-4 inh: 9; RPL19A-GFP yeast: 57[may fluoresce violet]; GRK2 inh: 0; CIT2-GFP yeast: inconclusive

Results for c1ccc(Cc2nn3c(-c4ccncc4)nnc3s2)cc1 ?
GASC-1 inh: 4; LAP4-GFP MLPCN: 91; AGP1 TOR yeast: 91; MEP2-GFP yeast: 99; VLA-4 inh: 10; RPL19A-GFP yeast: 97; GRK2 inh: 4; CIT2-GFP yeast: 101

What do the screens show for `COc1ccc(C(=O)N(CC(=O)Nc2sc(C)c(C)c2C(N)=O)C2CCCC2)cc1`?
GASC-1 inh: -3; LAP4-GFP MLPCN: 94; AGP1 TOR yeast: 101; MEP2-GFP yeast: 103; VLA-4 inh: 13; RPL19A-GFP yeast: 102; GRK2 inh: 1; CIT2-GFP yeast: 106

High-throughput results deposited in PubChem BioAssay by several laboratories.
